Source: PubChem BioAssay
HTR5A ag: HTR5A agonists in luminescence cell assay, primary screen, counter-screen for OPRM1-OPRD1 heterodimer agonist project, full-deck HTS | cell-based | 5-hydroxytryptamine receptor 5A (Homo sapiens), P47898 | activation, % at 9.3 µM | hit rate 0.61% among 340,000; in the data active = activation mostly above about 9.5%, no sharp cut-off; inactive = mostly below about 7.6%;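 note: 0% = cells with vehicle only and 100% = reference agonist; strong numbers were not always called active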
Target sequence (P47898 whole entry, looked up): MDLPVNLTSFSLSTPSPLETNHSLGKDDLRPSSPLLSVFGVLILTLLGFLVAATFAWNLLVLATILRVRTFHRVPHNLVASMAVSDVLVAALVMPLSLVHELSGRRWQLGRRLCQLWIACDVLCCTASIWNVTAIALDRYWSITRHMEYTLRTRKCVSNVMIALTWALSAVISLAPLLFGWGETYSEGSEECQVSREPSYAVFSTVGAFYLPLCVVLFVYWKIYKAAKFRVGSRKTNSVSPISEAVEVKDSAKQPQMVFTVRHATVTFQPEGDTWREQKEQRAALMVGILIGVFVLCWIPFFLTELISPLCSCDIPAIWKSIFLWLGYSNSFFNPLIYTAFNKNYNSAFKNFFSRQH
dFosB act: activators of delta FosB homodimer, primary screen, biochemical, fluorescence polarization, TAMRA-CDK5 oligo, single point. purified delta FosB; percent of positive-control signal above neutral wells. hit rate 0.99% among 340,000. activation, % at 25 µM. AID 493131, 2011;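 active = mean activation above about 17%, with every replicate also reaching it, limit read from the data, passing the limit was not always enough; inconclusive = only one of the two conditions met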;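 note: fluorescence polarization rise as delta FosB binds a TAMRA Cdk5 AP-1 oligo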
PvdQ acylase: P. aeruginosa PvdQ acylase inhibitors, primary screen, biochemical, fluorescence, plate reader and imaging, single point; PvdQ acylase [Pseudomonas aeruginosa LESB58]; purified PvdQ acylase; inhibition, % at 10 µM; hit rate 0.063% among 340,000; in the data active = inhibition above about 30%, passing the limit was not always enough; inconclusive = no clear call, values can overlap the other calls;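 note: 0% = vehicle neutral wells and 100% = reference inhibitor wells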
Wnt bcat act: Wnt/beta-catenin pathway activators, primary screen, cell-based, plate reader, single point | Wnt/beta-catenin reporter cell assay, activator | activation, % at 9.35 µM | hit rate 1.2% among 300,000; in the data active = activation above about 30%, passing the limit was not always enough; inconclusive = no clear call, values can overlap the other calls;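 note: 0% = neutral control wells and 100% = positive control wells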
CDK5 inh: inhibitors of human CDK5/p35 kinase, primary screen, biochemical, single concentration; inhibition, % at 10 µM; Recombinant CDK5/p35, ADP-Glo luminescence, 60 min; hit rate 0.01% among 330,000;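 active = highest replicate inhibition of at least 50% and at least 75% of replicates reaching 50%; inconclusive = only one of the two criteria met; inactive = both criteria failed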;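 note: plate controls were DMSO neutral control for no effect and GW8510 at 10 µM for full effect; many of its hits are not listed in these tables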
Target sequence (Q00535 whole entry, looked up): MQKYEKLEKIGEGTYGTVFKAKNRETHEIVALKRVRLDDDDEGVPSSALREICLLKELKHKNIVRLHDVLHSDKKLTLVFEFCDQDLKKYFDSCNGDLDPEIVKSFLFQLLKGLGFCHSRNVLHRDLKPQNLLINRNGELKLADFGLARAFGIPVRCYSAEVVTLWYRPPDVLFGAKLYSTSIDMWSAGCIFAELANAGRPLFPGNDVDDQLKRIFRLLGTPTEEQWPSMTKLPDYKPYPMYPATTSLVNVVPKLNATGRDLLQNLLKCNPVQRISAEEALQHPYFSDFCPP
Target sequence (Q15078 whole entry, looked up): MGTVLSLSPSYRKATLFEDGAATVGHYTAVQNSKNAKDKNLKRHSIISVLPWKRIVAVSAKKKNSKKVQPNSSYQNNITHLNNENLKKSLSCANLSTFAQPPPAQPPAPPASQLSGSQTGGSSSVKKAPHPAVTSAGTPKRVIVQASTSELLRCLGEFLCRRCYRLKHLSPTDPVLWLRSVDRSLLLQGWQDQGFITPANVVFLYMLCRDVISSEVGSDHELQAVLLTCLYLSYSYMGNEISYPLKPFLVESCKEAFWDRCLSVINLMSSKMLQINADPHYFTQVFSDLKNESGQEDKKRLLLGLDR
SR-BI HDL uptake: inhibitors of SR-BI mediated HDL lipid uptake, primary screen, ldlA[mSR-BI] cells, fluorescence, single point; hit rate 0.96% among 320,000; ldlA[mSR-BI] CHO cells, DiI-HDL uptake fluorescence, 3 h; inhibition, % at 12.5 µM; Scavenger receptor class B member 1 (Mus musculus), Q61009; AID 488896, 2010;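 active = mean replicate inhibition of at least 70% and a set share of replicates each scoring 70 or more; inconclusive = meets just one of the two criteria; inactive = fails both criteria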;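 note: 0% = median of neutral control wells and 100% = median of positive control wells; values of inactives mirror those of a sister screen read the other way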
SR-BI uptake up: activators of SR-BI mediated DiI-HDL uptake, primary screen, ldlA[mSR-BI] CHO cells, DiI fluorescence; 3 h; 100 = double the neutral-control signal; activation, % at 12.5 µM; hit rate 0.096% among 320,000; AID 504775, 2011;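 active = mean replicate activation of at least 60% and every replicate at or above 60%; inconclusive = mean or all-replicate condition met, but not both; inactive = mean below 60% and not all replicates reaching 60%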;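 note: 0% = median plate neutral-control signal and 100% = twice that signal; values of inactives mirror those of a sister screen read the other way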
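system = CHO ldlA[mSR-BI] cells, LDL receptor-null, SR-BI overexpressing | medium = Ham's F12 with 0.5% BSA, HEPES 25 mM, pH 7.4 | probe or stimulus = DiI-HDL 10 µg/mL | compound dosing = single-point compound dose | incubation = compound exposure 3 h, 37 °C | technique = DiI fluorescence, bottom read | read-out = cell-associated DiI fluorescence as measure of HDL uptake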
Rtt109 Vps75: inhibitors of C. albicans Rtt109/Vps75 HAT, primary screen, biochemical, ThioGlo CoA-SH fluorescence, plate reader; Histone acetyltransferase RTT109 (Candida albicans (strain SC5314 / ATCC MYA-2876)), …; purified Rtt109/Vps75, 4 h; inhibition, % at 34.9 µM; hit rate 0.16% among 330,000;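 active = inhibition of at least 50% in every replicate; inconclusive = best replicate reaches 50% inhibition but some replicates fall short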
MITF act: activators of MITF-driven TRPM1 promoter reporter, primary screen, cell-based, SK-MEL-5, luciferase, single point | hit rate 0.75% among 300,000 | activation, % at 12.5 µM | AID 588334, 2011 | SK-MEL-5 TRPM1-promoter luciferase, 24 h; % of positive control, neutral wells = 0;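 active = mean activation of at least 80% with every replicate also reaching 80%; inconclusive = mean reaches 80% but some replicate falls short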;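 note: 0% = neutral control wells and 100% = parthenolide positive control wells; values of inactives mirror those of a sister screen read the other way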
RTF Ca sens act: cardiac RTF calcium sensitivity activators, primary screen, biochemical, IANBD-TnC fluorescence, EC20 calcium; Troponin I, cardiac muscle (Homo sapiens) + Troponin T, cardiac muscle (Homo sapiens) + …; IANBD-labeled TnC RTF fluorescence at EC20 calcium; 0% EC20 calcium, 100% full calcium; activation, % at 7.2 µM; hit rate 0.24% among 340,000; AID 493008, 2010;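 active = activation above the mean over all tested compounds plus 3 SD, cut at about 30% in these data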;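 note: rise in fluorescence read as greater calcium sensitivity of cardiac thin filaments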
* hit, by the source's call; ? = inconclusive; / = not tested or not shown.

SMILES	HTR5A ag	dFosB act	PvdQ acylase	Wnt bcat act	CDK5 inh	SR-BI HDL uptake	SR-BI uptake up	Rtt109 Vps75	MITF act	RTF Ca sens act
CCN1CCN(S(=O)(=O)c2ccc(S(=O)(=O)NCC3CCCO3)cc2)CC1 (stereo not drawn)	5	-6	-7	-2	0.9	-49	49	-6	-4	5
O=C(/C=C(\O)c1ccc(Cl)cc1)C(=O)NNC(=O)C(O)(c1ccccc1)c1ccccc1	-4	-13	-11	-4	-1.0	5	-5	8	-11	0
Cc1ccc2nc(NC(=O)COC(=O)c3cccnc3)sc2c1	-4	-22	-13	?	-0.9	-7	7	-3	?	2
CC1CCCN(CCC(=O)Nc2ccc(Br)cc2)C1 (stereo not drawn)	-5	1	11	/	-3.1	8	-8	-6	10	0
CC(C)(C)OC(=O)N1CCN(C(=O)c2[nH]cnc2C(=O)Nc2ccon2)CC1	2	3	-1	-3	-0.2	1	-1	-9	-2	-5
O=C(CN1C(=O)S/C(=C\c2ccccn2)C1=O)Nc1ccc(F)cc1	1	48*	-9	0	-1.7	-3	3	-5	10	2
COc1ccc(CCNC(=O)c2c[nH]c3ccccc3c2=O)cc1OC	-4	-9	-8	/	1.1	13	-13	0	/	14
O=C(C1=C(O)C(=O)N(CCc2ccccc2)C1c1ccncc1)c1cc2ccccc2o1 (stereo not drawn)	-2	-3	-3	1	-0.6	-10	10	17	2	6
CCc1ccc(OCCSc2nc3ccccc3n2CCC(=O)O)cc1	2	-4	0	11	-0.5	-11	11	4	-2	-6
CCN(C(=O)Cn1c(=O)oc2ccccc21)c1c(N)n(Cc2ccccc2)c(=O)[nH]c1=O	1	-4	-25	1	-0.7	-22	22	1	-10	2
O=C(c1ccc(C(F)(F)F)n(Cc2ccc(Cl)cc2)c1=O)N1CCOCC1	1	-8	-12	0	-1.6	-1	1	-17	7	-4
CC(C)c1cc(Br)ccc1OCCN1C(=O)NC(C)(C)C1=O	5	-9	-11	-3	-2.9	9	-9	3	3	2
CN(C)C(=O)CSc1ncccc1-c1nc2ccccc2[nH]1	-4	-1	-8	-1	0.6	4	-4	1	/	7
Cc1[nH]n(-c2ncc(-c3ccccc3)s2)c(=O)c1C(c1ccc(Br)cc1)C(C#N)C#N (stereo not drawn)	1	-9	5	-1	15	1	-1	/	-6	-17
CCN(CC)N=Nc1ccc(S(=O)(=O)N2CCSC2C(=O)O)cc1 (stereo not drawn)	-1	0	-2	0	0.0	5	-5	2	10	0
Cc1ccc(Sc2ccc(C(=O)N3CCOCC3)cc2[N+](=O)[O-])cc1	3	-2	-9	-2	-1.4	9	-9	2	/	6
CCCCS/C(N)=N/N=C/c1ccccc1O	8	0	0	/	-0.4	-27	27	-7	69	-4
CC1CC(C)CN(C(=O)COC(=O)c2nn(C)c(=O)c3ccccc23)C1 (stereo not drawn)	0	4	2	0	0.1	-15	15	4	7	-1
CCOC(=O)COc1ccc2c(=O)c(-c3ccccc3OC)coc2c1	0	-7	-3	-3	2.5	-6	6	-2	-5	-5
Cc1ccsc1/C=N/NC(=O)CNC(=O)c1ccc(S(=O)(=O)N2CCOCC2)cc1	-1	-9	2	-1	2.5	33	-33	-3	-5	-2
O=C(Nc1ccncc1)OCc1ccccc1	2	-9	-4	0	-0.3	6	-6	-2	3	8
COc1ccc(NC(=O)OCC(C)C)cc1OC	3	-11	-17	-1	-1.6	17	-17	5	9	14
COCc1[nH][nH]c(=O)c1C=NCC(=O)OC	2	7	-18	0	1.5	-21	21	-2	-10	-4
COc1ccc(NC(=S)NC(NC(C)=O)C(Cl)(Cl)Cl)c([N+](=O)[O-])c1 (stereo not drawn)	-5	-1	-2	2	0.6	1	-1	-2	-2	1
Cc1ccc(-c2cc3nc(-c4ccccc4)cc(N)n3n2)cc1	-1	-12	-8	42*	-0.7	32	-32	-4	64	10
SMILES	HTR5A ag	dFosB act	PvdQ acylase	Wnt bcat act	CDK5 inh	SR-BI HDL uptake	SR-BI uptake up	Rtt109 Vps75	MITF act	RTF Ca sens act
Cc1cccc(Nc2nc(CC(=O)O)cs2)c1	11*	-7	-14	-1	-1.2	11	-11	0	65	11
COC(=O)c1cc(CSc2nc3ccccc3[nH]2)oc1C	1	-3	-17	/	0.1	-3	3	-4	33	-3
O=c1[nH][nH]c2c(N=Cc3ccccc3O)ccc(F)c12	-3	-27	-9	/	-2.1	-3	3	4	-4	-24
CCOC(=O)C1CCN(c2ccccc2CN2CCN(c3ccccc3OCC)CC2)CC1	2	-10	5	/	-0.3	-5	5	1	-8	8
O=C(Cn1nc2n(c1=O)-c1ccccc1SC2)N/N=C/c1cccnc1	3	-2	1	0	0.0	-21	21	3	-15	0
COc1ccc(-c2noc(CNC(=O)C(C)Oc3ccccc3)n2)cc1 (stereo not drawn)	6	2	10	-2	-1.0	18	-18	6	2	-1
Cc1cccc(CSc2nnc(CCCCCNC(=O)OC(C)(C)C)o2)c1	2	-1	-18	-2	0.1	-12	12	-8	/	6
CC(C)Oc1cccc(NC(=O)c2cnccc2C(F)(F)F)c1	5	1	-7	1	0.4	-23	23	4	-9	-4
CC(CCN1C(Nc2ccccc2)=NC[C@@H]1C)c1ccccc1 (stereo partly drawn)	-1	1	-16	-2	-1.1	-10	10	-9	-7	4
O=C1CSC(c2ccco2)N1 (stereo not drawn)	6	-4	-12	/	0.3	-17	17	-2	-4	5
Cc1ccccc1N1CCN(C(=O)c2ccccc2NC(=O)C2CC=CCC2C(=O)O)CC1 (stereo not drawn)	-3	0	-11	0	1.9	-42	42	0	2	-3
Cc1ccc(S(=O)(=O)N(C)C)cc1NC(=O)C(C)OC(=O)c1ccc2ccccc2n1 (stereo not drawn)	-2	-15	-6	-1	-1.5	36	-36	-18	-2	-1
COCCNc1nc2nonc2nc1N(C)Cc1ccc(C)cc1	-2	3	-4	-1	-0.3	7	-7	1	0	-1
COC(=O)c1ccc(CSc2nnc(C)s2)cc1	-1	-2	-15	/	0.1	-16	16	-8	49	-1
CC(C)c1ccc(NC(=O)C2CCCCN2S(=O)(=O)c2ccccc2)cc1 (stereo not drawn)	5	-5	3	0	0.2	0	0	4	/	-1
CC12CN3CC(C)(CN(C1)C3c1ccc(Br)cc1O)C2 (stereo not drawn)	-1	7	-2	-2	0.7	-7	32	-4	-7	-10
CC(=O)Nc1ccc(S(=O)(=O)NC(C)c2ccncc2)cc1 (stereo not drawn)	8	3	-11	-2	0.2	-13	13	-5	-1	7
CN(C(=O)c1ccc(NC(=O)Cc2ccc(NC(=O)C3CCN(C(=O)C4CC4)CC3)cc2)cc1)C1CCCC1	0	-2	11	-4	12	-5	5	-15	4	0
Cc1cccc(CNC(=O)Cn2ccc3cc(S(=O)(=O)N4CCCCCC4)ccc32)c1	0	-3	-11	-3	-2.8	11	-11	-4	9	-2
COC(=O)Nc1ncc(CN2C(=O)c3ccccc3C2=O)s1	1	12	-15	/	0.9	-7	7	/	-3	0
COc1ccc(C(=O)NCCCN2CCOCC2)cc1S(=O)(=O)N1CCCc2ccccc21	7	-9	-12	-2	-2.4	4	-4	-36	-14	4
CCOC(=O)[C@H]1[C@H]2COc3ccc(OC)cc3[C@H]2N2C(=O)CN(Cc3ccccc3)C(=O)[C@@]12C	5	-2	3	-1	-0.1	18	-18	5	0	-4
CCOC(=O)C(=CNc1ccc(C(F)(F)F)cc1)C(=O)OCC	0	-6	-20	0	0.0	12	-12	-5	17	6
Cc1ccnc(NS(=O)(=O)c2ccc(NC(=O)c3ccc(Br)o3)cc2)n1	6	1	7	-1	-0.8	7	-7	41	-3	8
Cc1cc(-c2nc3cccnc3s2)ccc1NS(=O)(=O)c1cccs1	-2	-12	-5	25	-3.0	-1	1	-7	/	1
SMILES	HTR5A ag	dFosB act	PvdQ acylase	Wnt bcat act	CDK5 inh	SR-BI HDL uptake	SR-BI uptake up	Rtt109 Vps75	MITF act	RTF Ca sens act
CC(C)=C(NC(=O)c1ccco1)C(=O)NCCc1nc2ccccc2[nH]1	-2	0	-14	/	-0.4	3	-3	-17	2	3
Cc1ccc(OCc2nnc(SCc3cc(=O)[nH]c4ccccc34)o2)cc1	-2	2	-1	0	0.2	-2	2	-9	3	-6
CN(CC(=O)Nc1cccc(F)c1)C(=O)CN1C(=O)C2CC=CCC2C1=O (stereo not drawn)	1	5	-16	-3	-0.3	-11	11	3	1	10
Cc1cccc(NC(=O)CN2CCN(C(=O)CNC(=O)Cc3cccc4ccccc34)CC2)c1C	-1	-6	-16	-2	-0.6	18	-18	5	-17	-3
COc1ccc(NC(=O)Nc2cccc3c2O[C@H](CN(C)S(C)(=O)=O)[C@@H](C)CN([C@H](C)CO)C3=O)cc1	10	-2	2	0	-2.1	-2	2	15	12	4
CC1(C)COC(/C=C/c2ccc([N+](=O)[O-])cc2)=N1	-2	-4	-6	23	-0.2	-11	11	6	-6	6
COCCNC(=O)c1cc2oc3ccccc3c2n1C	5	-3	-4	17	-2.0	-2	2	-1	/	10
O=C(Nc1ccccc1N1CCCCC1)C1CC(=O)N(c2ccccc2F)C1 (stereo not drawn)	7	-8	-2	1	0.0	21	-21	11	-18	-1
Cc1cccc(NC(=O)CN(CC2CCCO2)C(=O)c2ccc(S(C)(=O)=O)cc2)c1C (stereo not drawn)	1	-3	-18	5	0.1	-18	18	-4	10	-2
COc1ccc(-c2nc(NC(=O)c3n[nH]c(=O)c4ccccc34)sc2C)cc1	-8	-1	-11	0	1.6	41	-41	1	-18	2
CC(=O)Nc1cccc(NC(=O)c2ccco2)c1	5	1	-3	/	1.2	7	-7	-8	/	3
Cc1cc(NC(=O)C(C)SCC(=O)Nc2ccc(SC(F)F)cc2)no1 (stereo not drawn)	-4	-7	3	-1	1.0	0	0	-2	-7	-6
CCOC(=O)NC1CCS(=O)(=O)C1 (stereo not drawn)	11	-1	-2	-6	-0.2	-4	4	5	12	-5
COC(=O)c1c(NC(=O)c2ccco2)sc2c1CC(C)(C)NC2(C)C	1	-23	-8	3	-2.5	1	/	9	27	-1
CC1(C)Cc2c(sc3ncnc(N)c23)CO1	3	2	-10	/	1.0	1	-1	-2	-4	-1
O=C(N/N=C/c1ccccc1)c1ccc(OCc2ccccc2)cc1	2	2	-3	1	-0.3	26	-26	7	2	1
